Source: PubChem BioAssay (Sanford-Burnham Center for Chemical Genomics)
SENP7 block: SENP7 protease inhibitors, primary screen, biochemical, luminescence, uHTS; recombinant SENP7, Z-RLRGG-aminoluciferin luminescence, 40 min; inhibition, % at 5 µM; actives 1.5% (n = 330,000); Sentrin-specific protease 7 (Homo sapiens), Q9BQF6;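 active = inhibition above about 50% at the single test dose, limit read from the data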;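 note: plate controls were DMSO with enzyme for no effect and no enzyme buffer wells for full effect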
SENP1 FRET inh: human SENP1 catalytic domain inhibitors, primary screen, biochemical, FRET, uHTS; Sentrin-specific protease 1 (Homo sapiens), Q9P0U3; recombinant SENP1 catalytic domain, CyPet-SUMO1-YPet FRET cleavage; inhibition, % at 10 µM; actives 0.21% (n = 360,000); AID 624204, 2012;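 active = inhibition at least 30% at 10 µM, raw YFP signal under a set limit, fluorescence ratio 0.5 to 1.5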;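 note: 0% = enzyme with DMSO and 100% = no enzyme wells; some results filed as inactive read as strong as hits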
Target sequence (Q9P0U3 419-644 limits assumed): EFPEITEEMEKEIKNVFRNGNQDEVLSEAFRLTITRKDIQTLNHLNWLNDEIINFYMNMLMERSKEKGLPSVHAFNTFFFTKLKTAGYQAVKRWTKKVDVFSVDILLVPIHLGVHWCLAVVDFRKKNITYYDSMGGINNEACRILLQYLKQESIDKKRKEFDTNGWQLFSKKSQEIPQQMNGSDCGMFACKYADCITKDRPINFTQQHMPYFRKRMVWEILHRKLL
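Compound: 10 µM single point, 0.5% DMSO; Test system: hSENP1 catalytic domain, recombinant; Timing: 50 min reaction at room temperature; Technique: FRET, CFP and YFP emission; Control set: no-enzyme wells low, DMSO-plus-enzyme wells high control.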
Apaf1 inhib: inhibitors of human Apaf-1 apoptosome, primary screen, biochemical, DEVD-Rh110 fluorescence, uHTS | inhibition, % at 20 µM | actives 0.71% (n = 330,000) | reconstituted apoptosome caspase-3 activity | AID 489030, 2010; active = inhibition of at least 40% at 20 µM;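 note: plate controls were DMSO wells for no effect and DEVD-CHO caspase inhibitor wells for full effect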
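Medium: Hepes buffer, pH 7.5 / System: biochemical Apaf-1 apoptosome reconstitution / Measured by: Rh110 fluorescence, excitation 480 nm, emission 540 nm / Times: compound with Apaf-1, dATP, procaspase-3 30 min, then 50 min reaction, room temperature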
HKDC1 inh: HKDC1 hexokinase inhibitors, primary screen, biochemical, fluorescence, uHTS. Q2TB90. recombinant HKDC1, G6PDH/diaphorase resazurin coupled fluorescence. inhibition, % at 20 µM. actives 0.16% (n = 340,000). AID 493160, 2011;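 active = inhibition above about 35% when tested at 20 µM, limit read from the data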;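 note: plate controls were DMSO wells with enzyme for no effect and DMSO wells lacking enzyme for full effect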
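Incubation: 90 min at room temperature in dark / Material: recombinant HKDC1 (HK5) hexokinase enzyme, produced in-house / Quantity: enzyme 5 µg/mL final / Compound: one dose of 20 µM, 1% DMSO / Reagent: glucose and ATP substrates / Buffer or medium: Tris pH 8.0 buffer with MgCl2, Tween-20, BSA, BME / Technique: resorufin fluorescence at 613 nm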
NLRP3 yeast inh: NALP3 inflammasome inhibitors in reconstituted yeast, primary screen, luminescence, uHTS | Yeast reconstituted NLRP3/ASC/caspase-1, beta-gal luminescence, 24 h | inhibition, % at 10 µM | actives 0.39% (n = 330,000);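 active = inhibition of 50% or more; inactive = inhibition below 50%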;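 note: plate controls were induced DMSO wells for no effect and uninduced yeast grown without galactose for full effect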
SENP8 block-1: human SENP8 protease inhibitors, primary screen, biochemical, fluorescence, Nedd8 protein substrate, uHTS. Sentrin-specific protease 8 (Homo sapiens), Q96LD8. recombinant SENP8. inhibition, % at 20 µM. actives 0.64% (n = 360,000). AID 602440, 2012; in the data active = inhibition mostly above about 40%, no sharp cut-off; inactive = mostly below about 27%
Target sequence (Q96LD8 whole entry, looked up): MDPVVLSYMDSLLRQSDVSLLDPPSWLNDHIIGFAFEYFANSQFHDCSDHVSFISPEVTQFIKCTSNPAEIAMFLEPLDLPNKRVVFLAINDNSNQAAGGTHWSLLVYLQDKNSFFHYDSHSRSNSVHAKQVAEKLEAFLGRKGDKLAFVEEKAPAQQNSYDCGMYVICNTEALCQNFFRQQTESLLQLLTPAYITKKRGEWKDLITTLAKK
SENP6 block: SENP6 protease inhibitors, primary screen, biochemical, luminescence, uHTS; Sentrin-specific protease 6 (Homo sapiens), Q9GZR1; Recombinant SENP6 catalytic domain, aminoluciferin luminescence; inhibition, % at 10 µM; actives 1.8% (n = 330,000);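 active = inhibition above about 50% at the single tested dose, limit read from the data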;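 note: plate controls were DMSO wells with enzyme for no effect and DMSO wells lacking enzyme for full effect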
Target sequence (Q9GZR1 628-1112 limits assumed): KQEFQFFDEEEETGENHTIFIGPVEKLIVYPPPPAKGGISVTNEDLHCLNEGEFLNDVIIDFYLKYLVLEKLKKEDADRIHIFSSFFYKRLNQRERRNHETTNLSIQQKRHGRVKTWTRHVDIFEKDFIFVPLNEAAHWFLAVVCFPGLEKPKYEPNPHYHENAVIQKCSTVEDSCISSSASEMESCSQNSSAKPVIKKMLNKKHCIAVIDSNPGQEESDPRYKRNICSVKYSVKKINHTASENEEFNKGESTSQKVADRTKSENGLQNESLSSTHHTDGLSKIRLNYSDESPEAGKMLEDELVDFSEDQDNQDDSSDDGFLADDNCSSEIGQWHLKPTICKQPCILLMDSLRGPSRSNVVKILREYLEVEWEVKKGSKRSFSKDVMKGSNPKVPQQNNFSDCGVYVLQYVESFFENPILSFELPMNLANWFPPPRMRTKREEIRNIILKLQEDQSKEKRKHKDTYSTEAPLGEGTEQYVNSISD
SENP8 block-2: SENP8 protease inhibitors, primary screen, biochemical, luminescence | AID 2540, 2010 | purified SENP8, Z-RLRGG-aminoluciferin cleavage | inhibition, % at 10 µM | Sentrin-specific protease 8 (Homo sapiens), Q96LD8 | actives 1.2% (n = 330,000); in the data active = inhibition above about 50%
PfG6PD inh: PfG6PD enzyme inhibitors, primary screen, biochemical, fluorescence intensity, uHTS. glucose-6-phosphate dehydrogenase-6-phosphogluconolactonase (Plasmodium falciparum 3D7). AID 504690, 2011. inhibition, % at 20 µM. PfGluPho enzyme, NADPH resazurin-diaphorase fluorescence. actives 0.78% (n = 350,000);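 active = inhibition reaching at least a set limit at 20 µM in the primary screen, cut at about 59% in these data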;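 note: 0% = DMSO wells with substrate and 100% = DMSO wells lacking glucose-6-phosphate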
* = called active by the depositor; i = inactive; x = not tested or not shown. Outcome played no part in choosing rows; any-hit rate near 4.1%.

SMILES	SENP7 block	SENP1 FRET inh	Apaf1 inhib	HKDC1 inh	NLRP3 yeast inh	SENP8 block-1	SENP6 block	SENP8 block-2	PfG6PD inh
O=C(O)c1ccc(NC2=C(Cl)C(=O)c3ccccc3C2=O)cc1	14	2	30	-131	-11	-164	-2	17	-89
Cc1cc[n+](-c2nc([O-])sc2/C=N/Nc2ccc([N+](=O)[O-])cc2)cc1	31	8	2	8	17	11	5	4	24
O=C(CN=C1NS(=O)(=O)c2ccccc21)OCC(=O)c1ccccc1	-1	1	-21	-6	3	15	-4	2	-8
O=C1NCCN1Cc1ccccc1	-2	0	-13	-7	2	7	6	1	2
FC(F)(F)c1ccccc1/C=N/n1c(C2CCCCC2)n[nH]c1=S	-3	1	17	7	9	16	-3	-8	29
COc1ccc(CN(C)c2ncnc3sccc23)c(OC)c1OC	-7	-41	5	-4	-13	-8	-7	-5	2
CN1C(=O)Cc2cc(S(=O)(=O)N3CCN(c4cccc(C(F)(F)F)c4)CC3)ccc21	4	-2	14	1	14	16	-31	-5	-10
O=C(COC(=O)/C=C/c1cccc(C(F)(F)F)c1)NCc1cccs1	-3	3	18	-5	5	8	-8	-8	-1
CCN1C[C@@H]2[C@@H]3C(=O)N(Cc4ccccc4)C(=O)[C@@H]3[C@](Cc3ccccc3)(C(=O)OC)N2C1=NCc1ccccc1	x	2	x	0	x	9	x	x	-22
O=S(=O)(Nc1cccc(Oc2ccc(Cl)cc2)n1)c1ccc(F)cc1	9	2	4	0	29	13	3	8	-6
Cc1cccc(NC(=O)CSc2nnc(CNC(=O)c3ccco3)n2C)c1	3	3	-15	-6	24	7	4	2	-5
COc1cc(SC)ccc1C(=O)NCCc1c[nH]c2ccccc12	3	0	10	12	22	13	28	2	29
CCC(=O)N1CCN(c2ccc(NC(=O)COc3cccc(C)c3C)cc2)CC1	-2	3	12	-5	14	0	-15	-11	-17
O=C(c1cccc(F)c1)N(Cc1nc2ccccc2c(=O)[nH]1)C1CCCC1	-1	-3	10	13	1	12	-23	-9	-12
CCn1c2ccccc2c2nc3cc(S(=O)(=O)N4CCOCC4)ccc3nc21	x	-7	x	-61	x	-21	x	x	100*
CCCOc1ccc(/C(O)=C2/C(=O)C(=O)N(CCCOC)C2c2cccnc2)cc1 (stereo not drawn)	4	0	-6	-4	16	-61	6	6	-11
Cc1ccc(F)cc1NC(=O)CCOc1ccccc1	-2	2	-10	6	17	20	-1	-1	5
CN(Cc1ccccc1)C(=O)c1ccc(NC(=O)Cc2ccc(NC(=O)C3CCCN(C(=O)CCc4ccccc4)C3)cc2)cc1 (stereo not drawn)	x	0	x	0	x	-1	x	x	-10
CCOc1ccc(NC(=O)NNC(=O)C2CCC(C(C)(C)C)CC2)cc1 (stereo not drawn)	3	2	1	-13	23	5	-21	1	-9
O=C(c1ccccc1)c1cccn1CC(=O)N1CCN(c2ccc(F)cc2)CC1	5	1	6	-4	5	14	-1	4	-20
NC(=O)c1cc(N2C(=O)C=CC2=O)ccc1Cl	1	-1	-27	-7	15	18	4	1	33
CCN(C(=O)COC(=O)c1cccnc1Nc1cccc(C(F)(F)F)c1)C1CCS(=O)(=O)C1 (stereo not drawn)	72*	1	14	-5	9	-42	63*	50	4
O=C(CN1C(=O)c2cccc([N+](=O)[O-])c2C1=O)N1CCN(c2ccc(F)cc2)CC1	0	0	-6	0	7	11	10	3	16
CN(CC(=O)Nc1ccc(Cl)cc1)C(=O)C1=COCCO1	6	3	3	-3	14	0	-1	1	-6
O=C(Nc1ccccc1-c1ccccc1)c1cccc([N+](=O)[O-])c1	-2	0	12	-1	20	12	-44	-6	14
CCOc1ccc(CN2CCNC(=O)C2CC(=O)NCCc2nc(C)c3c(n2)CCC3)cc1 (stereo not drawn)	-4	-8	5	1	9	-9	5	-7	-5
CC(=O)N1CCN(c2ccc(OC[C@H]3CO[C@](Cn4ccnc4)(c4ccc(Cl)cc4Cl)O3)cc2)CC1	2	0	27	-1	13	8	-22	-10	0
CC(C)Cn1c(N)c(C(=O)COC(=O)[C@H](C)NC(=O)c2ccccc2Cl)c(=O)n(C)c1=O	8	-2	5	0	1	2	-10	7	-14
COc1ccc(CN=C2NC(=O)CC(C(=O)Nc3ccc(Cl)cc3)S2)cc1 (stereo not drawn)	9	4	14	-11	9	12	5	6	-1
COc1cc2c(cc1OC)CN(C(C)C(=O)Nc1ccc(NC(C)=O)cc1)CC2 (stereo not drawn)	4	-5	-7	-9	-4	18	-16	-1	-19
Cc1cccc(N=C2NC(=O)/C(=C/c3cccs3)S2)c1	7	3	9	-4	38	-8	52*	7	-22
CCOc1ccc(NC(=O)CN(C)C(=O)c2ccc(-c3ccc(C(C)=O)cc3)o2)cc1OCC	-5	1	6	-4	5	-61	5	-6	0
Cc1ccc(C(C(=O)NC(C)(C)C)N(Cc2ccccc2)C(=O)c2snc(C(N)=O)c2N)o1 (stereo not drawn)	1	-18	1	-4	2	-396	4	-2	13
CCOc1ccc(CCNC(=O)COC(=O)c2cccc(OC)c2O)cc1OCC	-1	-1	-2	-1	14	5	-28	-8	-6
COc1ccc(-c2ccc(CCC(=O)O)n2NC(=O)c2cccs2)cc1	-4	-27	7	0	-1	-75	-9	-9	-1
CC(=O)Nc1ccc(NS(=O)(=O)c2cc([N+](=O)[O-])ccc2C)cc1	7	0	1	-4	15	2	-5	0	1
C/C(=N/NS(=O)(=O)c1ccccc1)c1c[nH]c2ccccc12	-7	1	-10	-1	-3	8	1	6	-2
CCN(CC)S(=O)(=O)c1ccc(OC)c(NC(=O)c2ccc(=O)[nH]c2)c1	4	-1	-14	-10	1	25	-4	-1	-3
CS(=O)(=O)N(CC(O)Cn1c2ccccc2c2ccccc21)c1cccc2ccccc12 (stereo not drawn)	2	-1	11	11	9	-7	13	-2	10
Oc1cccc(CCC2CCCCN2Cc2cn[nH]c2-c2ccc3c(c2)OCO3)c1 (stereo not drawn)	1	-3	1	-7	22	4	-19	0	-9
COc1ccc(/C(C)=N/OCC(=O)Nc2nc3ccccc3s2)cc1	16	4	6	-1	21	6	-2	19	7
CC(=O)N(c1nc(CCl)cs1)c1ccc(C)cc1C	-7	1	11	-8	-8	22	-1	-16	6
CC(C)(C)c1cc(/C=C2\NC(=O)NC2=O)cc(C(C)(C)C)c1O	-7	-3	19	0	18	-11	10	-2	10
O=C(O)c1ccc(CSc2nnc(-c3ccco3)n2-c2ccccc2)cc1	-7	2	5	-10	17	9	12	-1	-22
O=C(CNC(=O)c1ccccc1)OCCCOC(=O)CNC(=O)c1ccccc1	2	0	-2	-4	-25	2	-5	7	-5
O=C(Nc1ccc(N2CCOCC2)c(S(=O)(=O)Nc2ccccc2Cl)c1)c1ccc(F)cc1	-10	-2	10	-2	13	22	-9	-13	12
Clc1ccc2nc(-c3cccc(SC4CCCCC4)c3)c(NCc3ccccc3)n2c1	-4	-43	22	1	0	i	-27	-25	32
Cc1ccc(N(CN2C(=O)C3CC=CCC3C2=O)C(=O)c2ccco2)cc1Cl (stereo not drawn)	-2	-1	9	-1	-2	2	-8	-1	11
O=C(Nc1cccc(-c2nnc(-c3ccccc3)o2)c1)c1ccc(Br)o1	-1	3	21	-4	35	12	0	6	-1
CC(C)(C)c1cc(C(=O)N/N=C/c2ccc(O)cc2)n(-c2ccccc2)n1	6	2	9	9	-8	-30	-2	5	15

Single records, as listed above. Screens in order: SENP7 block, SENP1 FRET inh, Apaf1 inhib, HKDC1 inh, NLRP3 yeast inh, SENP8 block-1, SENP6 block, SENP8 block-2, PfG6PD inh
`CC(=O)N1CCN(c2ccc(OC[C@H]3CO[C@](Cn4ccnc4)(c4ccc(Cl)cc4Cl)O3)cc2)CC1` is listed with 2, 0, 27, -1, 13, 8, -22, -10, 0
`CS(=O)(=O)N(CC(O)Cn1c2ccccc2c2ccccc21)c1cccc2ccccc12` (stereo not drawn) is listed with 2, -1, 11, 11, 9, -7, 13, -2, 10

Following part:
SMILES	SENP7 block	SENP1 FRET inh	Apaf1 inhib	HKDC1 inh	NLRP3 yeast inh	SENP8 block-1	SENP6 block	SENP8 block-2	PfG6PD inh
Cc1ccc(-n2c(CCc3ccccc3)nnc2SCC(=O)NCc2ccccc2)cc1C	1	3	40	2	5	18	1	4	-11
Nc1c(-c2ccc(F)cc2)cnn1C1CCS(=O)(=O)C1 (stereo not drawn)	7	1	8	0	11	18	-3	3	0
O=C1CC2(CCN(S(=O)(=O)c3ccccc3)CC2)Oc2ccccc21	-7	2	9	-3	-2	-2	-9	4	4
COc1ccc2oc(-c3ccncc3)cc(=O)c2c1	x	-2	x	-3	x	i	x	x	-1
Fc1ccccc1Oc1nc(-c2ccncc2)nc2ccccc12	1	-11	6	10	-4	1	-16	-4	5
COc1ccc(NC(=O)CCSc2nnc(C)s2)cc1	-3	5	-3	-5	7	4	-17	-2	-7
Cc1cc(Cl)ccc1NNC(=O)CCc1ccccc1	19	0	-5	0	1	14	-41	-2	14
Cc1ccccc1N1CC(C(=O)Nc2ccc(S(=O)(=O)N3CCCC3)cc2)CC1=O (stereo not drawn)	-2	1	12	-4	24	2	-10	-3	1
COc1cccc(CN(Cc2ccco2)C(c2ccc(F)cc2)c2nnnn2C(C)(C)C)c1 (stereo not drawn)	6	1	17	6	7	10	3	3	3
COC(=O)Cn1c(=NC(=O)CSCC(=O)Nc2cc(C)on2)sc2cc(C(=O)OC)ccc21	-1	-1	6	-4	-3	-7	-6	2	5
Cc1cccc(NC(=S)NC(NC(=O)OCc2ccccc2)C(Cl)(Cl)Cl)c1 (stereo not drawn)	5	2	-3	7	15	4	-14	-3	-8
CNC(=S)NNc1nc(C)cc(C)n1	-2	2	-7	-1	-15	4	1	0	16
COc1ccc(C(C(=O)NC2CCCC2)N(CCCO)C(=O)Cn2nnc(-c3ccc(C)o3)n2)cc1 (stereo not drawn)	-9	2	9	-5	-2	14	-11	-9	-18
Cc1ccc(NC(=O)c2cccc(S(=O)(=O)N(C)c3ccccc3)c2)cc1S(=O)(=O)N1CCOCC1	2	0	17	-1	0	-1	-13	-10	16
O=C(COc1ccc2c3c(c(=O)oc2c1)CCC3)NCCN1CCOCC1	-11	0	4	-5	6	-121	-1	-13	14
CCOC(=O)/C(=C/C=C1\Sc2cc(C)c(C)cc2N1CC)C(C)=O	x	-38	x	2	x	2	x	x	31
CC(C)OC(=O)c1nnc(-c2ccccc2)nc1OC(C)C	7	-64	27	6	17	11	-10	-6	-12
CS(=O)(=O)c1ccc(Cl)c(NC(=O)Cc2ccccc2F)c1	-5	0	6	-1	4	7	13	3	-7
